CHO-K1 Ca antag: M1 antagonist counterscreen hit in parental CHO-K1 cells; AID 602250; 360,000 compounds, 0.6% hits; inhibition, % at 3 µM; ATP-induced calcium, Fluo-8 fluorescence;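 active = inhibition above a per-plate cutoff, the plate's mean sample inhibition plus 3 SD, cut at about 24% in these data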;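 also: 0% = DMSO plus EC80 ATP and 100% = DMSO alone without ATP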
TAAR1 ag: human TAAR1 agonists, primary screen, Fluo-8 calcium fluorescence, CHO RD-HGA16 cells | activation, % at 3 µM | Trace amine-associated receptor 1 (Homo sapiens), Q96RJ0 | vehicle wells 0%, saturating PEA agonist 100% | 360,000 compounds, 0.99% hits;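 active = activation above the mean activation of all test compounds in the run plus 3 SD, cut at about 38% in these data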
Target sequence (Q96RJ0 whole entry, looked up): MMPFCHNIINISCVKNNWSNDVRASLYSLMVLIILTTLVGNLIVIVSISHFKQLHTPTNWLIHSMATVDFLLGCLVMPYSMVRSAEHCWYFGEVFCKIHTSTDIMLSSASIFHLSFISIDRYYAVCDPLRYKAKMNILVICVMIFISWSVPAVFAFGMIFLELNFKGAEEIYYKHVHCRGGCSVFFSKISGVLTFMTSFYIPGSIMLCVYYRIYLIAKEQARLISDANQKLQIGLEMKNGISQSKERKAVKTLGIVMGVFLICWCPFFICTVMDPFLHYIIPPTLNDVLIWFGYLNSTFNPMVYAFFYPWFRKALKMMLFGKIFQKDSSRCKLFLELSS
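Test system: RD-HGA16 (CHO) cells co-expressing Gα16 and hTAAR1; dosing: one-point dosing at 3 µM (nominal); timing: 17-24 h seeding, 75 min 37 °C dye, 30 min RT; signal: kinetic Fluo-8 calcium fluorescence; read-out basis: % activation relative to PEA EC100 response; controls: DMSO and PEA EC100; replicates: n 1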
CHO parental Ca: ATP-evoked calcium signal inhibitors, parental CHO, primary screen, counter-screen for OX1R antagonist project, cell-based, fluorescence, Fluo-8 calcium dye | parental CHO-K1, ATP-induced calcium, Fluo-8 fluorescence | inhibition, % at 5.6 µM | 330,000 compounds, 0.63% hits;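 active = inhibition above that plate's mean sample inhibition plus 3 SD, cut at about 26% in these data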;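 also: 0% = ATP-challenged DMSO wells and 100% = DMSO wells without ATP; some compounds past the cut are filed as inactive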
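Assay system: parental CHO cells; Read-out basis: percent inhibition of ATP-evoked calcium rise, normalized to controls; Benchmarks: ATP and no-ATP DMSO wells; Compound dosing: single nominal dose of 5.6 µM per compound; Signal: Fluo-8 calcium dye fluorescence; Also added: ATP as calcium-mobilizing challenge; Repeats: singlicate.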
TAAR1 antag: human TAAR1 antagonists, primary screen, Fluo-8 calcium fluorescence, CHO RD-HGA16 cells | AID 624466, 2012 | antagonist | 360,000 compounds, 1.5% hits | Trace amine-associated receptor 1 (Homo sapiens), Q96RJ0 | inhibition, % at 3 µM;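 active = inhibition above a per-plate cutoff, the mean inhibition of test compounds on that plate plus 3 SD, cut at about 49% in these data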;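 also: 0% = DMSO plus EC80 beta-PEA response and 100% = DMSO alone without agonist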
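Test system – hTAAR1-expressing CHO RD-HGA16 cells, Gα16-coupled · Reagent – β-PEA at EC80 concentration, post-compound challenge · Compound dosing – 3 µM, single point · Timing – 140 s kinetic read after compound, 140 s after agonist · Detection – Fluo-8 intracellular calcium dye fluorescence, real-time kinetic reads · Control set – DMSO and EC80 PEA controls · Repeats – n of 1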
CHO-K1 Ca ag: counter-screen for M1 agonists: effect in parental CHO-K1 cells; AID 602248, 2012; Fluo-8 calcium fluorescence; scaled to maximal ATP response, vehicle zero; 360,000 compounds, 0.48% hits; activation, % at 3 µM; in the data active = activation above about 15%;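 also: untransfected CHO-K1 host cells lacking M1 receptor as counterscreen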
CHO-K1 Ca PAM: nonselective calcium activators in parental CHO-K1 cells, primary screen, counter-screen for M1 PAM project, cell-based, Fluo-8 calcium fluorescence, full deck, 1536-well; ATP EC20; 0% at ATP EC20, 100% at ATP max; activation, % at 3 µM; 360,000 compounds, 0.02% hits; AID 602247, 2012;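 active = activation above the run cutoff, the mean activation of all test compounds plus 3 SD, cut at about 40% in these data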;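 also: peak over basal fluorescence ratio in a 140 s read after ATP addition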
M1 antag: human M1 muscarinic receptor antagonists, primary screen, CHO-K1 cells, Fluo-8 calcium fluorescence, 1536-well; AID 588852, 2011; inhibition, % at 3 µM; CHO-K1 hM1, ACh EC80 antagonist; Muscarinic acetylcholine receptor M1 (Homo sapiens), P11229; 360,000 compounds, 1.3% hits;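 active = percent inhibition above its own plate's cutoff, namely the mean of that plate's compound wells plus 3 SD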;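 also: peak over basal fluorescence ratio during 140 s after agonist addition; 0% = ACh EC80 plus DMSO and 100% = DMSO alone without agonist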
Target sequence (P11229 whole entry, looked up): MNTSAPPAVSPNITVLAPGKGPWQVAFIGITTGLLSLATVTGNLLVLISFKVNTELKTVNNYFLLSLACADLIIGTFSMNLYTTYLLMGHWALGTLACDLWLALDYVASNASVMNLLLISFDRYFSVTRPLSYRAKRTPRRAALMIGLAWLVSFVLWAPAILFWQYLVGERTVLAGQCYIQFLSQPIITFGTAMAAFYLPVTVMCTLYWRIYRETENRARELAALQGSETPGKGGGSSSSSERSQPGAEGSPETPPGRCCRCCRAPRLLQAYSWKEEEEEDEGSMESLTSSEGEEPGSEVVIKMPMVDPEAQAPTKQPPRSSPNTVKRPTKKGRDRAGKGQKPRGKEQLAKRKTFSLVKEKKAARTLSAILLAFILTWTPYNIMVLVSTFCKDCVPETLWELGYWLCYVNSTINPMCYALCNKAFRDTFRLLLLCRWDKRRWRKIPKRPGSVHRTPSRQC
CHRM1 agonist: human M1 muscarinic receptor agonists, primary screen, Fluo-8 calcium fluorescence, CHO-K1 cells, HTS. CHO-K1 hM1, agonist mode; 0% DMSO, 100% acetylcholine EC100. activation, % at 3 µM. 360,000 compounds, 0.33% hits;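 active = activation above the run's mean compound activation plus 3 SD, cut at about 16% in these data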;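 also: peak over basal fluorescence ratio within a 140 s kinetic read after compound addition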
CHRM1 PAM: human M1 muscarinic receptor positive allosteric modulators, primary screen, CHO-K1 cells, Fluo-8 calcium fluorescence, 1536-well | Muscarinic acetylcholine receptor M1 (Homo sapiens), P11229 | CHO-K1 hM1, ACh EC20; 0% = ACh EC20, 100% = maximal ACh | activation, % at 3 µM | 360,000 compounds, 0.088% hits | AID 588819, 2011; in the data active = activation above about 19%, passing the limit was not always enough
Numbers without * were called inactive; . = not tested or not shown.

SMILES	CHO-K1 Ca antag	TAAR1 ag	CHO parental Ca	TAAR1 antag	CHO-K1 Ca ag	CHO-K1 Ca PAM	M1 antag	CHRM1 agonist	CHRM1 PAM
Cn1c(=O)c2c(nc(Cl)n2CCOc2ccccc2)n(C)c1=O	-5.8	1.7	3.1	-7.7	2.0	12.5	-9.5	0.4	4.5
O=C(NCc1cccnc1)c1cccn1-c1ncc(C(F)(F)F)cc1Cl	-0.2	9.8	-3.9	-6.7	2.1	12.9	-7.8	-11.2	6.9
C=CCn1c(SCC(=O)c2c(N)n(C3CC3)c(=O)[nH]c2=O)nnc1-c1ccoc1C	-11.0	1.4	-2.8	3.0	0.2	5.6	-15.7	-3.1	16.5
CC(C)CN(C(=O)CSc1nc(-c2ccccc2)cn1N)c1c(N)n(Cc2ccccc2)c(=O)[nH]c1=O	5.3	3.5	0.5	-8.0	-0.5	-7.6	1.0	-3.0	10.0
C/C(=N/NC(=O)c1ccccn1)c1ccco1	5.5	-2.7	-2.7	-9.3	3.6	23.6	3.1	-5.4	4.0
O=C1c2ccccc2C(O)(c2ccccc2)N1CCc1ccccc1 (stereo not given)	-14.9	0.4	-20.4	-10.6	1.5	28.7	-1.3	-8.8	-5.4
COCCNc1nc2sc3c(c2c(=O)n1Cc1ccco1)CCCCC3	-4.3	9.6	-10.5	0.7	1.4	20.7	-3.2	-10.4	-1.7
O=C1NC(c2ccccc2)=C(c2ccc3ccccc3n2)C(c2ccncc2)N1 (stereo not given)	-24.6	11.7	-19.1	3.6	0.9	23.3	-10.9	-5.0	5.7
Cn1c(=O)[nH]c(=O)c2c1nc(N1CCOCC1)n2CC(O)COc1ccc2ccccc2c1 (stereo not given)	-0.9	17.5	-21.8	16.5	2.6	0.7	-3.1	-0.4	2.3
Cc1ccc(N(C)S(=O)(=O)c2ccc3c(c2)CC(C)N3C(=O)C2CC2)cc1 (stereo not given)	-12.4	-0.8	-0.7	49.3*	4.5	-12.1	17.4	-4.0	-7.4
O=C(NCCN1C(=O)CCC1=O)c1ccncc1	-13.8	8.2	-6.0	-13.7	0.0	15.9	-14.6	0.0	0.7
COc1ccc(NC(=O)CCCN(C)S(=O)(=O)c2ccc(C)cc2)cc1	-12.2	-0.6	1.6	0.9	2.5	18.8	4.4	-6.5	0.8
C=CCN1C(=O)C(CC(=O)O)SC1=Nc1cccc([N+](=O)[O-])c1 (stereo not given)	-16.2	2.1	0.4	-4.1	4.7	12.5	-3.0	-3.2	2.1
O=C1CN(C(=O)c2c(F)cccc2F)C(c2ccccc2)c2cc(Br)ccc2N1 (stereo not given)	1.6	1.4	-30.9	3.0	1.4	-7.3	-3.5	2.0	4.5
Cc1ccc(NC(=O)c2cc(-c3ccc4c(c3)OCO4)on2)cc1C	-4.9	3.4	-2.6	8.0	-0.1	3.5	2.8	1.1	10.8
COc1cccc(CNC(=O)CN(C)S(=O)(=O)c2ccc3c(c2)c(=O)n(C)c(=O)n3C)c1	-8.4	3.1	-10.6	-7.1	1.0	14.6	-12.7	-11.5	6.2
Cc1cc(C(F)(F)Cl)n2ncc(-c3ccccn3)c2n1	6.8	-1.0	-10.2	-2.4	-0.1	-11.1	7.2	-8.0	-1.3
COc1ccc(C(=O)O)cc1S(=O)(=O)Nc1ccccc1Cc1ccccc1	4.7	-3.8	.	9.0	2.9	-9.3	14.2	-3.2	-3.7
O=C(CNC(=O)c1[nH]cnc1C(=O)N[C@@H](Cc1ccccc1)C(=O)OCc1ccccc1)OCc1ccccc1	-9.8	11.9	15.9	63.9*	1.4	7.6	17.3	-3.0	-9.4
CCc1nnc(N2CCN(c3ncnc4c3oc3ccccc34)CC2)s1	-15.2	10.6	.	-2.2	5.7	15.6	19.1	-0.5	-7.3
CCCn1cnnc1CNC(=O)C1CCC(=O)N(CCc2ccc(OC)cc2)C1 (stereo not given)	-6.8	2.2	-4.2	-14.9	0.4	16.0	5.3	-1.1	2.9
CC(=O)NC(C)(CC(=O)c1ccccc1)c1ccccc1 (stereo not given)	-1.7	3.6	-9.8	-24.8	-0.3	-0.2	1.4	-2.1	0.5
CN(C)c1ccc(/C=N/N(Cc2ccccc2)c2ccccc2)cc1	-16.5	-2.0	-6.8	0.5	0.9	19.9	-6.7	-5.2	6.3
COC(=O)c1cscc1S(=O)(=O)Cc1ccccc1	-5.6	1.5	-3.0	-9.3	0.9	6.8	-19.9	1.5	13.4
O=C(Nc1ccccc1Cl)NC1(C(=O)NCC2CCCO2)CCCCC1 (stereo not given)	-15.1	2.5	-7.0	-2.1	-0.3	9.8	-8.5	-4.0	5.9
O=C(CCc1ccc(S(=O)(=O)N2CCOCC2)cc1)Nc1c(F)cccc1F	-7.1	3.5	-1.1	-4.8	0.4	10.9	-1.8	-1.4	5.6
CSc1cc(-c2ccc(Cl)cc2)n(Cc2ccccc2)c(=O)c1C#N	-23.6	5.2	-0.4	-3.2	0.8	26.6	-11.1	-2.1	7.6
O=C(C1=C[C@H](c2ccccc2)C[C@H](OCCCCO)O1)N1CCN(Cc2ccccc2)CC1	-15.3	8.3	-6.0	2.1	0.4	13.2	1.1	-8.2	2.4
COC(=O)c1ccccc1Oc1cc(C(F)(F)F)nc(-c2ccccn2)n1	6.1	-0.5	-10.2	-14.2	-0.4	-22.6	5.4	-4.2	-1.2
CCNc1ccc(S(=O)(=O)C(F)(F)F)cc1NC(=O)C12CCC(CC1)C2	-19.0	7.2	-4.4	0.0	0.8	5.8	3.1	-2.3	-2.3
C=CCn1c(SC(C)CC)nc(O)cc1=O (stereo not given)	1.4	25.8	6.7	6.1	6.0	0.0	-12.3	3.8	3.3
Nn1c(SCC(=O)NCCc2ccc(S(N)(=O)=O)cc2)nnc1C1CCCCC1	-12.1	4.6	-3.0	-3.1	0.0	8.2	-6.1	-5.4	5.9
CCN(CC1CCCO1)C(=O)c1cc(COc2ccccc2SC)on1 (stereo not given)	-6.9	-1.0	-5.4	-15.8	1.6	8.3	-11.4	-1.5	5.8
Cc1cc(=O)[nH]c(=S)[nH]1	-3.4	2.7	3.9	-18.0	-0.1	1.4	-26.5	0.0	3.5
NC(=O)c1noc(C(=O)N(CC(=O)NC2CCCC2)Cc2ccc3c(c2)OCO3)c1N	-5.1	13.3	-11.8	9.1	-0.1	9.3	-17.3	-2.8	-0.9
CCOC(=O)CSc1nc(C)c(C(=O)OCC)s1	-2.7	5.7	4.5	-2.7	-0.2	4.2	8.2	-7.2	-6.9
CCOC(=O)Cn1nc(-c2ccc(Cl)cc2)cc1N	2.9	14.1	-9.2	2.2	-0.3	-4.1	2.4	-3.5	2.7
CC1CCc2nc(N)c(C#N)c(-c3cccnc3)c2C1 (stereo not given)	16.1	1.1	-6.7	-26.5	-0.2	-11.1	-0.9	-6.4	4.6
Cc1ccc(NC(=O)CSc2nnc(-c3cnccn3)n2C)cc1C	-13.0	4.2	-15.6	-12.2	1.5	15.2	2.6	-5.1	-0.8
CCC1(CCC(C)C)SC(N)=NC1=O (stereo not given)	-7.6	1.7	.	-7.2	0.3	-12.2	-11.2	2.2	4.4
CCCCN1C(=O)/C(=c2\sc3nc(=O)c(-c4ccccc4)nn3c2=O)c2ccccc21	-3.9	1.4	-10.8	-11.0	0.6	5.0	-6.9	-3.0	5.8
CC(C)(C)C(=O)NC(=S)NCc1ccccc1	-18.8	0.7	-3.4	7.7	0.2	23.2	-8.2	-6.7	9.0
CC(C)(C)c1ccc(OCC(=O)NNC(=O)CCc2ccccc2)cc1	-17.3	4.8	-2.4	-5.1	1.9	7.4	-4.7	-2.0	6.0
COc1ccc(C(O)c2nc(/C=C/c3ccc(C(F)(F)F)cc3)cs2)cc1 (stereo not given)	2.5	8.2	.	-11.7	0.4	-4.9	-7.6	0.2	1.6
CCOC(=O)c1ccc(S(=O)(=O)N2CCC(C(=O)NCC3CCCCC3)CC2)cc1	-12.3	5.5	-11.8	6.8	0.9	21.0	-9.7	-3.8	8.8
CCOc1ccc(S(=O)(=O)n2ccnc2)c2ccccc12	8.4	3.3	-15.3	-22.5	0.1	-7.0	-1.4	-0.6	1.0
O=C(CCCC(=O)N(CC(=O)NC1CCCC1)Cc1ccc(F)cc1)Nc1ccccn1	-10.4	-0.1	-24.1	-3.7	0.9	16.2	-2.1	-2.9	4.4
S=C(N/N=C/c1ccc2c(c1)OCO2)NC1CC2CCC1C2 (stereo not given)	0.2	0.3	-18.5	-42.1	-0.2	-15.2	-20.0	1.0	15.8
CNc1c2cccc(C)c2nc2c(C(=O)NCCN(C)C)cccc12	-16.3	1.2	.	-4.4	0.9	17.1	-9.7	-5.5	2.4
Cc1ccc(N(C(=O)c2csnn2)C(C(=O)NC2CCCCC2)c2ccccn2)cc1 (stereo not given)	-14.1	6.3	-18.1	-10.0	1.2	7.9	-9.1	-2.0	11.6
CCn1c(SCC(=O)N2CCCCCC2)nc2c(c1=O)SCC2	-18.5	-0.8	-9.4	-82.0	1.3	24.6	-16.7	-3.8	12.8
COc1ccc(Nc2oc(-c3ccc(F)cc3)nc2C#N)cc1	-12.2	-1.7	0.4	-16.1	1.2	18.0	-19.2	-1.5	17.3
O=C(COC(=O)COc1ccccc1[N+](=O)[O-])NC1CCCC1	-8.5	-0.7	1.8	-3.5	1.2	18.2	-9.1	-5.2	10.9

By substructure, the entries above containing a COOH group
SMILES	CHO-K1 Ca antag	TAAR1 ag	CHO parental Ca	TAAR1 antag	CHO-K1 Ca ag	CHO-K1 Ca PAM	M1 antag	CHRM1 agonist	CHRM1 PAM
C=CCN1C(=O)C(CC(=O)O)SC1=Nc1cccc([N+](=O)[O-])c1 (stereo not given)	-16.2	2.1	0.4	-4.1	4.7	12.5	-3.0	-3.2	2.1
COc1ccc(C(=O)O)cc1S(=O)(=O)Nc1ccccc1Cc1ccccc1	4.7	-3.8	.	9.0	2.9	-9.3	14.2	-3.2	-3.7
